SKN-1 block = inhibitors of C. elegans SKN-1; C. elegans VP596 Pgst-4::GFP/RFP ratio, acrylamide-induced, 24 h; AID 624304; 0.49% of 360,000 active; inhibition, % at 21.8 µM;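 active = interference check ratio from 0.5 to 1.5 plus GFP to RFP signal ratio inhibition reaching or exceeding a fixed threshold, cut at about 30% in these data, passing the limit was not always enough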; also: some compounds called inactive have numbers as strong as hits
MT1-MMP act inh = blocks activation of human MT1-MMP; GFP/RFP ratio change, % at 20 µM; AID 651647; P50281; HT1080 RFP-PRO-GFP cells, GFP/RFP ratio fluorescence, overnight; percent of plate control window, DMSO zero; 0.061% of 360,000 active;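 active = GFP/RFP ratio change of at least 30% with cell ATP level not reduced by more than half and red fluorescence within 50% of control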; also: strong numbers were not always called active
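Compound: 20 µM single dose, 1% DMSO / System: HT1080 RFP-PRO-GFP cells / Controls: DMSO and RFP-L50D-GFP cell wells / Read-out basis: GFP/RFP fluorescence ratio / Schedule: overnight compound exposure at 37 °C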
FAS-TE inh = inhibitors of human fatty acid synthase thioesterase domain; P49327; inhibition, % at 15 µM; recombinant FAS-TE, OMFH fluorogenic substrate, fluorescence endpoint; 0.67% of 360,000 active; AID 602261;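 active = compounds whose normalised, plate-corrected inhibition of enzyme fluorescence in the single-dose primary screen is 50% or more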;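 also: 0% = DMSO with enzyme and 100% = substrate without enzyme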
Rpn11 block = Rpn11 (human) deubiquitinase inhibition; O00487; human 26S proteasome, Ub4-pepOG fluorescence polarization; 20S core pre-blocked with epoxomicin; calls only at 20 µM; 0.59% of 360,000 active;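 active = inhibition at 20 µM, scaled to each plate's controls, above about 33%, limit read from the data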
Target sequence (O00487 whole entry, looked up): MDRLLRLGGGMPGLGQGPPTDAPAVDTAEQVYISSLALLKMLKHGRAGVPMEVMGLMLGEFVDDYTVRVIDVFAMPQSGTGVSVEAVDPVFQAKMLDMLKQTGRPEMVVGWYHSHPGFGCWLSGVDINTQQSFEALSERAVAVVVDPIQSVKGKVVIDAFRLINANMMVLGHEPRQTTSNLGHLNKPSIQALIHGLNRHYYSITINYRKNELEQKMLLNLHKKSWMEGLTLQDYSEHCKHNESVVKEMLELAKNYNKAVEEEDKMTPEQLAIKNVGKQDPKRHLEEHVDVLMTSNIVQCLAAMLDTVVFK
NadD inh = blocks S. aureus nicotinate mononucleotide adenylyltransferase; purified NadD enzyme, colorimetric absorbance read-out; inhibition, % at 20 µM; 0.78% of 360,000 active; AID 602399; in the data active = inhibition above about 26%; also: some compounds past the cut are filed as inactive
Rin1-Abl PPI inh = inhibitors of human Rin1-Abl protein interaction | P00519+Q13671 | TR-FRET Rin1/Abl binding, biochemical | inhibition, % at 7.35 µM | 0.4% of 360,000 active | AID 588664; in the data active = inhibition above about 5%, passing the limit was not always enough
CSN inh = CSN deneddylation inhibition; Q92905; Purified CSN, SCF-Nedd8-OG deneddylation, fluorescence polarization; inhibition, % at 12.5 µM; 0.38% of 360,000 active;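 active = pattern-corrected inhibition above about 35%, with an unprinted fluorescence ratio check between 0.5 and 1.5, limit read from the data, passing the limit was not always enough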;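 also: 0% = enzyme with substrate and 100% = substrate without enzyme; some results filed as inactive read as strong as hits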
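assay system = purified human Csn5 enzyme expressed in HEK293T cells | amount = 0.24 nM enzyme | buffer or medium = Tris/NaCl/DTT buffer, pH 7.5 | reagent = 10 nM SCFSkp2-Nedd8OG | compound = one concentration, 12.5 µM, 0.25% DMSO | times = 90 min reaction at room temperature | signal = FP | read-out basis = % inhibition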
MLLE-PAM2 inh = blocks PAM2 peptide binding to the PABP1 MLLE domain | P11940 | 0.36% of 360,000 active | GST-MLLE / FITC-PAM2 fluorescence polarization | inhibition, % at 20 µM; in the data active = inhibition above about 35%, passing the limit was not always enough;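 also: plate controls were DMSO wells with GST-MLLE for no effect and wells lacking GST-MLLE protein for full effect; some results filed as inactive read as strong as hits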
Neddyl block = blocks human cullin neddylation; AID 651699; 0.58% of 360,000 active; calls only at 25 µM; TR-FRET cullin neddylation, biochemical; in the data active = inhibition above about 36%
Target sequence (P61081 whole entry, looked up): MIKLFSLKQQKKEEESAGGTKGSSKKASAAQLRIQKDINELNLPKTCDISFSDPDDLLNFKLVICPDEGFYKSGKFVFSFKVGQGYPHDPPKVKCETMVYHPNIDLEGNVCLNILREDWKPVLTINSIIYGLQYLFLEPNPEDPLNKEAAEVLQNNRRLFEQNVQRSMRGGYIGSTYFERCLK
Target sequence (Q13564 whole entry, looked up): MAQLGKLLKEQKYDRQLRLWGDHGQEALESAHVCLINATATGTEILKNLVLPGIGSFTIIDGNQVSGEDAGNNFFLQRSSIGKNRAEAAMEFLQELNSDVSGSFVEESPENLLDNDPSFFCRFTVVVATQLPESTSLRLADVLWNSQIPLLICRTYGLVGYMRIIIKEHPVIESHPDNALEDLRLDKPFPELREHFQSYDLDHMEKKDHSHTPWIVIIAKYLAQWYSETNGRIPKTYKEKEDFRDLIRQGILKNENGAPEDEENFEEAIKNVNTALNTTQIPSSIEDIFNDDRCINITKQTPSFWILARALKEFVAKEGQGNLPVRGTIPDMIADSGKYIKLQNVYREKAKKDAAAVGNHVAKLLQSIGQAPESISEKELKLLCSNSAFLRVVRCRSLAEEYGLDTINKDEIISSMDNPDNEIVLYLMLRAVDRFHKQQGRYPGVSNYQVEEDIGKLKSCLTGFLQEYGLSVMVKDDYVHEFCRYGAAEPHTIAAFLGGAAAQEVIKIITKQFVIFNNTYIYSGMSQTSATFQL
Starred values were filed as active, the others as inactive; i = inactive; x = no result given. Not a hit list; any-hit rate near 3.9%.

Results follow in this order: CSN inh	FAS-TE inh	Rpn11 block	MLLE-PAM2 inh	MT1-MMP act inh	Neddyl block	Rin1-Abl PPI inh	SKN-1 block	NadD inh
CCn1c(SCC(=O)Nc2cc(NC(C)=O)ccc2OC)nnc1-c1cccnc1
    -4	-8	i	-4	2	i	-2	0	-2
C=CCNc1nc(N)c([N+](=O)[O-])c(NCc2ccccc2)n1
    0	5	i	11	9	i	2	14	0
Cc1cc(C)n(CC2CC(=O)N(c3ccccc3)C2=O)n1 (centres undefined)
    -3	0	i	-3	-2	i	2	-3	1
OCCNc1cc(-n2nc(-c3ccccc3)cc2-c2ccccc2)ncn1
    3	0	i	0	-1	i	-6	-14	-3
CN(C)C(=S)NC1(C)CCS(=O)(=O)C1 (centres undefined)
    3	-7	i	-18	13	i	-2	5	2
O=C(CCCOC(=O)c1ccc(O)cc1)c1ccccc1
    -2	1	i	18	1	i	2	-6	-3
CCOC(=O)c1c(CSc2ccccc2)n(C)c2cc(Br)c(OCC(O)CNC(CO)(CO)CO)cc12 (centres undefined)
    71*	-3	i	-12	-9	i	-3	8	10
Cc1sc2nc(CN3CCOCC3)nc(N3CCOCC3)c2c1C
    0	-3	i	5	-1	i	2	-8	-1
Cc1ccccc1CSc1nnnn1-c1ccc(C(N)=O)cc1
    -2	-2	i	5	0	i	3	3	-14
COc1cc(NC(=O)[C@H](C)NC(=O)N2CCn3c2nc2ccccc23)cc(OC)c1
    3	6	i	-1	6	i	-1	12	-2
COc1ccc(C)cc1NC(=O)C(=O)NNC(=O)c1ccco1
    3	-7	i	-8	6	i	2	-26	2
COc1ccc(NC(=O)CN(C)CC(=O)NCCc2ccc(F)cc2)cc1
    0	-3	i	5	-2	i	-1	9	-4
CCN(CC(=O)Nc1c(F)cccc1F)C(=O)CNC(=O)c1ccc(Br)o1
    5	-5	i	-4	-4	i	-2	2	1
COc1cccc(C=NCCCN=Cc2cccc(OC)c2O)c1O
    -1	-7	i	-7	1	i	3	10	0
O=C(COC(=O)CC1CC2CCC1C2)Nc1cc([N+](=O)[O-])ccc1F (centres undefined)
    -2	80*	i	7	-1	i	3	4	-6
N#Cc1ccsc1NC(=O)CCS(=O)(=O)c1ccccc1
    4	-4	i	-8	1	i	-1	-6	-2
CCOc1ccccc1NC(=O)Cn1c(=O)sc2ccccc21
    0	2	i	1	3	i	-2	7	-5
CCOC(=O)Cc1nnc(NC(=O)CCc2ccccc2)s1
    2	0	i	-14	-3	i	3	6	-8
COc1ccc(C(OC(=O)c2ccco2)C(=O)NC(C)(C)C)cc1 (centres undefined)
    -1	-4	i	-6	1	i	-1	10	0
CCC(C)NS(=O)(=O)c1ccc(OCC(=O)NCc2ccco2)cc1 (centres undefined)
    1	-8	i	1	0	i	2	-4	-2
Cc1cccc(NC(=O)CSc2ccc(-c3ccc4c(c3)OCO4)nn2)c1C
    -7	-14	i	5	0	i	-3	-3	-1
Cc1nn(CC(=O)Nc2cc(S(=O)(=O)N3CCOCC3)ccc2Cl)c(C)c1[N+](=O)[O-]
    -4	-2	i	6	3	i	0	8	0
C(=N\n1cnnc1)/c1cccc(OCCOc2ccccc2)c1
    -3	-8	i	2	3	i	-1	5	-2
COCCn1c(N)c(Sc2ccc(C)cc2)c(=O)[nH]c1=O
    4	-5	i	6	2	i	2	1	-14
COc1ccc(OC)c2sc(N3CCN(C(=O)c4ccc5ncsc5c4)CC3)nc12
    1	-3	i	-2	0	i	-5	12	5
CN(C1=NS(=O)(=O)c2ccccc21)c1ccc(OC(=O)c2ccccc2)cc1
    2	3	i	1	-4	i	-1	-8	1
Cc1cc(C)cc(OCc2nnc(SCC(=O)N3CCCCC3)o2)c1
    1	-1	i	1	-1	i	2	-9	-6
CCCCCOc1ccc(/C=N/NC(=O)c2nnn(-c3nonc3N)c2CN2CCCCCC2)cc1
    2	24	i	6	-1	i	0	-7	11
CC1=NN(C(N)=S)C(=O)C1N=Nc1ccc(F)cc1 (centres undefined)
    -3	-6	i	31	1	i	4	0	7
OCCNCc1cccc(OCc2ccccc2Cl)c1
    5	-4	i	-2	-1	i	-1	4	-5

Results follow in this order: CSN inh	FAS-TE inh	Rpn11 block	MLLE-PAM2 inh	MT1-MMP act inh	Neddyl block	Rin1-Abl PPI inh	SKN-1 block	NadD inh
COC(=O)c1cc2ccsc2n1CC(=O)N(C)c1ccccc1
    4	-4	i	7	4	i	2	7	5
CC(C)C1C(=O)N(Cc2cn(CCC3OCCO3)nn2)CCS(=O)(=O)N1Cc1ccc(-c2ccccc2C(F)(F)F)cc1 (centres undefined)
    -6	15	i	-5	4	i	3	7	-12
CNc1ccc(Br)cc(C(=O)/C=C/c2ccc(Cl)cc2Cl)c1=O
    30	6	i	-121	-16	i	3	3	62*
CCN1C(=O)c2cccc3c(S(=O)(=O)NCc4ccccn4)ccc1c23
    3	-4	i	0	-2	x	-6	-4	6
COc1ccc(-c2cnc(SCC(=O)Nc3ccc4c(c3)OCO4)n2Cc2ccco2)cc1
    2	24	i	-20	1	i	-2	-4	-2
Cc1cc(NC(=O)COC(=O)/C=C/c2ccc(C)o2)no1
    0	-7	i	-6	2	i	-4	-1	-5
CCN(c1ccccc1)S(=O)(=O)c1ccc(C(=O)NCC2(N(C)C)CCCCC2)cc1
    -5	-8	i	3	0	i	2	-20	-9
Cc1cc(C)c(C(=O)COC(=O)c2cccc(S(=O)(=O)NCc3ccccc3)c2)cc1C
    -8	31	i	2	-5	i	4	5	-3
O=C(CN(Cc1ccco1)C(=O)CNS(=O)(=O)c1ccccc1)NCc1ccccc1
    -4	-2	i	-13	-1	i	2	-6	-7
Cc1cccc(N2CCN(S(=O)(=O)c3cccs3)CC2)c1C
    4	23	i	-7	4	i	2	2	-2
O=C(/C=C/c1ccccc1)NC(NC(=S)Nc1cccc(Cl)c1)C(Cl)(Cl)Cl (centres undefined)
    3	4	i	5	-4	i	-3	27	11
COc1cccc(-c2ccc(NC(=O)C3CCCN(Cc4cccc(C)n4)C3)cc2)c1 (centres undefined)
    0	6	i	-19	5	i	-3	16	-2
CC1=C(C(N)=O)C(c2ccccn2)n2nc(-c3ccccc3Cl)nc2N1 (centres undefined)
    3	-5	i	-2	1	i	2	7	3
COCC(=O)OCC(=O)Nc1cc(C(C)(C)C)nn1-c1ccccc1
    0	-8	i	5	-2	i	0	-6	-8
COC(=O)CSc1nc2[nH]ncc2c(=O)[nH]1
    -2	-5	i	-21	-3	i	-4	-1	3
CN(C)c1nc2ccccc2n(C)c1=O
    -12	0	i	21	6	i	0	-6	-2
CS(=O)(=O)Nc1ccc(Cc2ccc(NS(C)(=O)=O)cc2)cc1
    1	-2	i	3	2	i	0	-1	1
Cc1ccc(C(=O)O/N=C(\N)c2ccccn2)cc1C
    4	-3	i	7	1	i	2	2	-5
O=C(CSc1nc(O)c(Cc2ccccc2)c(=O)n1-c1ccccc1)N1CCOCC1
    1	-5	i	0	2	i	-2	17	-1
COc1ccccc1NS(=O)(=O)c1ccc(O)c(C(=O)OCC(=O)N2CCc3ccccc32)c1
    1	19	i	-6	2	i	1	-6	19
CCCc1ccc(Oc2cc(C)nc(N3CCOCC3)n2)cc1
    94*	11	i	-10	-4	i	0	1	-9
Cc1cccc(C(=O)OC(C)C(=O)NC2CCCc3ccccc32)c1O (centres undefined)
    5	-4	i	-14	2	i	-3	19	-10
COc1ccc(NC2=C(C(C)=O)C(c3ccc(OC)c(OC)c3)C(C(C)=O)C(C)(O)C2)cc1 (centres undefined)
    1	-7	i	-11	0	i	-3	-31	1
Cc1ccccc1-c1nc(SCc2ccccn2)c2c(=O)n(C)c(=O)n(C)c2n1
    -3	1	i	-2	1	i	2	-5	-5
CCCCn1cnc2cc(NCc3cccc(OC)c3O)ccc21
    14	-7	i	15	13	i	-7	30	6
COc1ccc(CN2C(=O)c3cccnc3C2=O)cc1S(=O)(=O)NCc1ccc(C)cc1
    -1	-4	i	8	1	i	2	9	3
O=S1(=O)N=C(N(CCO)/N=C/c2ccccc2)c2ccccc21
    3	-4	i	13	-5	i	2	3	-8
CCCc1cc(=O)oc2c3c(cc(OCC(=O)NCC4CCC(C(=O)O)CC4)c12)OC(C)(C)CC3 (centres undefined)
    1	-6	i	-16	16	x	-1	3	6
COc1ccc(C(=O)OCC(=O)N2C(C)CCCC2C)cc1[N+](=O)[O-] (centres undefined)
    -1	18	i	17	2	i	1	-4	1
CC(C)OCCCNC(=O)C1CC(=O)N(C2CCCCCCC2)C1 (centres undefined)
    -7	-4	i	6	3	i	5	7	-5

Results follow in this order: CSN inh	FAS-TE inh	Rpn11 block	MLLE-PAM2 inh	MT1-MMP act inh	Neddyl block	Rin1-Abl PPI inh	SKN-1 block	NadD inh
Cc1cc(Cl)cc(C)c1OCC(=O)N1CCN(c2ncccn2)CC1
    -6	14	i	3	-3	i	2	-17	-2
Cc1ccsc1C(=O)OCC(=O)c1cc2ccccc2o1
    -1	25	i	-12	-3	i	0	13	-9
Cc1cc(NC(=O)Cc2ccccc2[N+](=O)[O-])no1
    -1	-6	i	-2	-1	i	0	-3	-5
CC(NC(=O)/C(C#N)=C/c1cccs1)c1ccccc1 (centres undefined)
    -6	3	i	-5	4	i	-6	-4	-2
O=C1OCCN1c1ccccc1
    4	-8	i	5	2	i	3	-7	-4
N#C/C(=C\c1c(N2CCN(c3ccccc3)CC2)nc2ccccn2c1=O)C(N)=O
    6	-7	i	-4	-4	i	-5	1	-4
O=C(N/N=C/c1ccc(F)cc1)c1ccc(Br)cc1
    2	-4	i	-9	8	i	-2	15	-3
CCCCNC(=O)C(=O)N/N=C/c1ccc(OCC(=O)Nc2cccc(OC)c2)c(OC)c1
    5	-5	i	-3	5	x	1	1	5
Clc1ccccc1OCCCCn1ccnc1
    0	-5	i	6	-6	i	-2	4	5
COc1ccc(Cn2c(=N)c(C(=O)NC3CCCCC3)cc3c(=O)n4ccccc4nc32)cc1
    2	16	i	-5	-2	i	-1	1	13
O=C(Nc1cc2c(cc1Br)OCCO2)c1ccco1
    5	-5	i	-4	0	i	-4	0	-1
O=C(Nc1ccc(N2CCCCC2)c(Cl)c1)c1ncn[nH]1
    8	-132	i	-18	5	i	-4	28	7
Cc1cccc(NC(=S)NNC(=O)c2ccc3c(c2)OCO3)c1
    7	-7	i	20	6	i	-3	-14	0
O=NN(CCCl)C(=O)NCCc1cccc[n+]1[O-]
    2	-4	i	-2	8	i	1	2	0
CCOC(=O)C1CCCN(S(=O)(=O)c2cc(Br)cc3c2N(C(C)=O)CC3)C1 (centres undefined)
    2	4	i	-6	-2	i	-1	8	-2

Single records, as listed above.
`Cc1cc(Cl)cc(C)c1OCC(=O)N1CCN(c2ncccn2)CC1` is listed with CSN inh = -6; FAS-TE inh = 14; Rpn11 block = i; MLLE-PAM2 inh = 3; MT1-MMP act inh = -3; Neddyl block = i; Rin1-Abl PPI inh = 2; SKN-1 block = -17; NadD inh = -2
`Cc1cc(NC(=O)Cc2ccccc2[N+](=O)[O-])no1` is listed with CSN inh = -1; FAS-TE inh = -6; Rpn11 block = i; MLLE-PAM2 inh = -2; MT1-MMP act inh = -1; Neddyl block = i; Rin1-Abl PPI inh = 0; SKN-1 block = -3; NadD inh = -5
`O=NN(CCCl)C(=O)NCCc1cccc[n+]1[O-]` is listed with CSN inh = 2; FAS-TE inh = -4; Rpn11 block = i; MLLE-PAM2 inh = -2; MT1-MMP act inh = 8; Neddyl block = i; Rin1-Abl PPI inh = 1; SKN-1 block = 2; NadD inh = 0

Screening results deposited in PubChem by several laboratories.
